Source: PubChem
Rin1-Abl PPI inh = blocks binding of human Rin1 to Abl; 360,000 tested, 0.4% active; P00519+Q13671; inhibition, % at 7.35 µM; TR-FRET Rin1/Abl binding, biochemical; in the data active = inhibition above about 5%, passing the limit was not always enough
eLon inh = E. coli protease La inhibition; P0A9M0; purified E. coli Lon protease, fluorescence polarization; inhibition, % at 7.94 µM; 360,000 tested, 0.42% active; AID 602123; in the data active = inhibition above about 13%, passing the limit was not always enough;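 note: 0% = enzyme with probe and DMSO and 100% = no enzyme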
SKN-1 inh = inhibitors of C. elegans SKN-1. 360,000 tested, 0.49% active. AID 624304. inhibition, % at 21.8 µM. C. elegans VP596 Pgst-4::GFP/RFP ratio, acrylamide-induced, 24 h;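 active = interference check ratio from 0.5 to 1.5 plus GFP to RFP signal ratio inhibition reaching or exceeding a fixed threshold, cut at about 30% in these data, passing the limit was not always enough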; note: some compounds called inactive have numbers as strong as hits
FAS TE block = blocks the thioesterase domain of human fatty acid synthase; P49327; recombinant FAS-TE, OMFH fluorogenic substrate, fluorescence endpoint; inhibition, % at 15 µM; 360,000 tested, 0.67% active; AID 602261;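 active = compounds whose normalised, plate-corrected inhibition of enzyme fluorescence in the single-dose primary screen is 50% or more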;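 note: 0% = DMSO with enzyme and 100% = substrate without enzyme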
Neddyl block = cullin neddylation inhibition; P61081+Q13564; TR-FRET cullin neddylation, biochemical; calls only at 25 µM; 360,000 tested, 0.58% active; AID 651699; in the data active = inhibition above about 36%
NRP1-CendR mod = modulators of CendR peptide binding to human neuropilin-1. FAM-RPARPAR peptide binding to NRP-1, fluorescence polarization. inhibition, % at 25 µM. 360,000 tested, 0.85% active;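 active = inhibition or corrected inhibition above about 18%, plus a signal ratio from 0.5 to 1.5, limit read from the data, passing the limit was not always enough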; note: strong numbers were not always called active
Target sequence (O14786 whole entry, looked up): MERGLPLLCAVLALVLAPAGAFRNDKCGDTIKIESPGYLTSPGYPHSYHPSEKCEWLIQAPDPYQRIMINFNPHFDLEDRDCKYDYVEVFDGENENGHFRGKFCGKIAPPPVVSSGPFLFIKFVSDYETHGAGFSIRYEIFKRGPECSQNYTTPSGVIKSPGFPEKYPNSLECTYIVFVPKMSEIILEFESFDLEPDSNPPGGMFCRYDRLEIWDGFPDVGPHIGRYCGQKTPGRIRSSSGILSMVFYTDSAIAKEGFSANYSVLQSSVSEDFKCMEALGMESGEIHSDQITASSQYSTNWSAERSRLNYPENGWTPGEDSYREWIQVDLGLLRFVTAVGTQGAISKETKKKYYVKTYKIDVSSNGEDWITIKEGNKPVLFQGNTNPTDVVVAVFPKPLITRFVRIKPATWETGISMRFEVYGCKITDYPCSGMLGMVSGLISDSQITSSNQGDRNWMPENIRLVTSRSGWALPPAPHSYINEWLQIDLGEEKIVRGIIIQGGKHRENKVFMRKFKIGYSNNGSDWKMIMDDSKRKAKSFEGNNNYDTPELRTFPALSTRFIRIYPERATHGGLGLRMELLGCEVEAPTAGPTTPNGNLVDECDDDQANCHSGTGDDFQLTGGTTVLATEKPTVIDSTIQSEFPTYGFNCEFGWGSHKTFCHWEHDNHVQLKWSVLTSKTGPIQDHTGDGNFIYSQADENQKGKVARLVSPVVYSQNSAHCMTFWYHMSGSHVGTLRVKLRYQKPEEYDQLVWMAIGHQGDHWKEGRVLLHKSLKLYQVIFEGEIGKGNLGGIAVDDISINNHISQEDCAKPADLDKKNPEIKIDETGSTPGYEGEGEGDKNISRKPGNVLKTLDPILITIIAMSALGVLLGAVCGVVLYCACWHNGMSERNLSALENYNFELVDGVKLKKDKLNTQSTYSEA
MT1-MMP act inh = blocks activation of human MT1-MMP; HT1080 RFP-PRO-GFP cells, GFP/RFP ratio fluorescence, overnight; percent of plate control window, DMSO zero; GFP/RFP ratio change, % at 20 µM; AID 651647; 360,000 tested, 0.061% active;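 active = GFP/RFP ratio change of at least 30% with cell ATP level not reduced by more than half and red fluorescence within 50% of control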; note: strong numbers were not always called active
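Test system: HT1080 RFP-PRO-GFP cells; Benchmarks: DMSO and RFP-L50D-GFP cell wells; Timing: cells overnight before dosing, compound overnight, 37 °C, 5% CO2; Compound: one 20 µM compound dose with 1% DMSO; Read-out: GFP/RFP fluorescence ratio.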
bovine MsrA act = activates bovine MsrA enzyme | activation, % at 10.6 µM | purified bovine MsrA, absorbance read-out | 360,000 tested, 0.3% active; in the data active = activation above about 7.5%;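 note: 0% = vehicle and 100% = reference activator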
MsrA inhibitor = inhibits bovine methionine sulfoxide reductase A; purified bovine MsrA, absorbance read-out; inhibition, % at 15.5 µM; 360,000 tested, 0.75% active; AID 651718; in the data active = inhibition above about 4.5%;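 note: 0% = vehicle wells with enzyme and 100% = reference inhibitor wells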
Numbers without * were called inactive; i = inactive; x = no result given.

1. COc1cc(OC)nc(Nc2nc(C(N)CCc3ccccc3)cs2)n1 (configuration not stated)
2. COc1ccc(C(=O)NCCS(=O)(=O)NCc2ccc(F)cc2)cc1
3. CCN(CC)c1ncc(C)c(=O)[nH]1
4. CN(C)c1cccc(C(=O)N2CCCC(CCC(=O)N3CCN(c4ccccn4)CC3)C2)c1 (configuration not stated)
5. CN(C)CCCN1C(=O)CSC1c1ccc([N+](=O)[O-])cc1 (configuration not stated)
6. O=C(Nc1nc(-c2ccc(Cl)cc2)cs1)C1=COCCO1
7. Oc1ccc(N2CCN(c3nc(-c4cccs4)nc4ccccc34)CC2)cc1
8. CCn1nc(C)c(NC(=O)/C=C/c2ccc(OC)c(COc3ccc(Br)cc3)c2)c1C
entry no.	1	2	3	4	5	6	7	8
FAS TE block	-11	-6	-9	-7	-5	22	21	16
Neddyl block	i	i	i	i	i	i	i	i
eLon inh	-10	-12	-9	0	6	-6	1	-6
MsrA inhibitor	-0.1	0.1	-1.3	0.3	0.4	0.1	0.4	0.5
bovine MsrA act	-1	-1	-11	-8	-4	-5	-3	0
SKN-1 inh	8	-5	-28	-13	-13	21	-7	18
MT1-MMP act inh	-1	-3	2	1	-4	1	-5	1
Rin1-Abl PPI inh	2	2	-1	-5	1	-1	0	-3
NRP1-CendR mod	-9	4	-2	10	-2	-12	3	-2

Entries of single compounds from above.
Entry for Oc1ccc(N2CCN(c3nc(-c4cccs4)nc4ccccc34)CC2)cc1 = FAS TE block: 21; Neddyl block: i; eLon inh: 1; MsrA inhibitor: 0.4; bovine MsrA act: -3; SKN-1 inh: -7; MT1-MMP act inh: -5; Rin1-Abl PPI inh: 0; NRP1-CendR mod: 3
Entry for COc1cc(OC)nc(Nc2nc(C(N)CCc3ccccc3)cs2)n1 (configuration not stated) = FAS TE block: -11; Neddyl block: i; eLon inh: -10; MsrA inhibitor: -0.1; bovine MsrA act: -1; SKN-1 inh: 8; MT1-MMP act inh: -1; Rin1-Abl PPI inh: 2; NRP1-CendR mod: -9
Entry for CCn1nc(C)c(NC(=O)/C=C/c2ccc(OC)c(COc3ccc(Br)cc3)c2)c1C = FAS TE block: 16; Neddyl block: i; eLon inh: -6; MsrA inhibitor: 0.5; bovine MsrA act: 0; SKN-1 inh: 18; MT1-MMP act inh: 1; Rin1-Abl PPI inh: -3; NRP1-CendR mod: -2

The listing continues.
9. Cn1cccc1-c1cc(C(=O)O)[nH]n1
10. Cc1c(/N=C(\[O-])Nc2ccc(Br)cc2)sn[n+]1C
11. CN(C)/C=C(\C#N)C(=O)N/N=C/c1ccc(Cl)cc1
12. CC[C@]12c3[nH]c4cc(CCC(=O)N(C)C)ccc4c3CCN1C(=O)[C@@H](CC(=O)NCCc1ccccn1)C[C@@H]2C(=O)N1CCN(C(=O)C2CC2)CC1
13. S=c1[nH]nc(-c2ccc3ccccc3n2)n1-c1ccc2ncccc2c1
14. O=C(Nc1ccccc1Cl)c1cccc(COc2cc(Cl)ccc2Cl)c1
15. CCOC(=O)c1ccc(NC(=O)c2cc(S(=O)(=O)N3CCOCC3)ccc2O)cc1
16. O=S(=O)(c1cc(Cl)ccc1Cl)N1CCN(c2ccccn2)CC1
entry no.	9	10	11	12	13	14	15	16
FAS TE block	-6	2	-2	-8	-11	24	2	13
Neddyl block	i	i	i	i	i	i	i	i
eLon inh	-3	11	1	4	20*	6	-1	5
MsrA inhibitor	2.5	1.2	2.1	0.3	2.1	-1.0	2.4	-2.1
bovine MsrA act	1	0	-5	-1	-2	-1	-4	-2
SKN-1 inh	0	13	8	14	10	-1	14	27
MT1-MMP act inh	1	1	4	2	-4	5	2	3
Rin1-Abl PPI inh	0	-3	-1	3	1	2	0	2
NRP1-CendR mod	-2	-9	7	3	-11	5	14	13

17. CCN1CCN(Cc2cc(=O)oc3ccc(Cl)cc23)CC1
18. Nc1ccn([C@@H]2O[C@H](CNCc3cccc4c3sc3ccccc34)[C@@H](O)[C@H]2O)c(=O)n1
19. O=C(O)c1cc(-c2cc(C(=O)O)c3ccccc3n2)ccc1O
20. CCN(C(=O)COC(=O)c1ccc(COc2ccc3c(C)cc(=O)oc3c2)cc1)C1CCS(=O)(=O)C1 (configuration not stated)
21. COC(=O)CN1C(=O)[C@@H]2[C@H](C1=O)[C@@H]1CC(C(=O)OC)=C[C@@H](C(=O)OC)[C@@H]3C1=C(C(=O)[C@]3(C)NC(=O)c1ccccc1)[C@@H]2C
22. Cc1ccc(NC(=O)CN(C)C(=O)COc2c(Cl)cc(Cl)c3ccc(C)nc23)cc1
23. CCOC(=O)c1cc(NC(=O)CN2CCCC2)cc(C(=O)OCC)c1
24. C=CC(=O)NN(C)c1ncc(C(F)(F)F)cc1Cl
entry no.	17	18	19	20	21	22	23	24
FAS TE block	-6	-5	-9	13	-12	2	-4	-6
Neddyl block	i	i	i	i	i	i	i	i
eLon inh	10	-3	7	-4	-4	-1	-2	4
MsrA inhibitor	1.7	-0.2	2.8	0.2	0.5	-1.3	-1.5	-0.6
bovine MsrA act	-2	0	-15	-3	-4	-2	-10	-4
SKN-1 inh	-8	1	-21	5	-3	20	33	7
MT1-MMP act inh	-4	2	1	3	-10	4	3	6
Rin1-Abl PPI inh	-1	2	2	1	1	-1	1	3
NRP1-CendR mod	-2	-2	-10	5	6	8	10	-10

25. O=C(CSc1cccc[n+]1[O-])Nc1cc(S(=O)(=O)N2CCOCC2)ccc1Cl
26. CC(C)c1nnc(NC(=O)CCC(=O)NCc2ccc3c(c2)OCO3)s1
27. CC(C)CCNC(=O)C1CCC(CNc2c(N3CCC(C)CC3)c(=O)c2=O)CC1 (configuration not stated)
28. COc1cccc(OCc2nn[nH]n2)c1
29. CC(=O)N/N=C(\C)CC(=O)Nc1ccc2c(c1)OCCO2
30. O=C(Cn1cnc2ccccc2c1=O)Nc1ccc2c(c1)CCC2
31. Cc1ccc(-c2csc(NC(CO)c3nc4ccccc4n3CCOCCO)n2)cc1 (configuration not stated)
32. COc1ccccc1CN1C(=O)C(Cc2ccccc2)ON=C1c1ncccc1C (configuration not stated)
entry no.	25	26	27	28	29	30	31	32
FAS TE block	-6	-3	-1	-4	-6	3	-9	14
Neddyl block	i	i	i	i	i	i	i	i
eLon inh	1	1	6	4	-10	1	-2	5
MsrA inhibitor	1.2	0.8	0.4	-1.3	0.1	-0.5	-0.6	-0.5
bovine MsrA act	0	1	-8	-4	-4	-3	-11	-2
SKN-1 inh	2	2	-2	-3	0	0	5	-7
MT1-MMP act inh	-3	0	-2	1	5	-4	-4	3
Rin1-Abl PPI inh	1	-2	0	2	1	-5	3	-6
NRP1-CendR mod	-14	9	6	-16	7	-22	-10	-3

3 of the entries above in order of the NRP1-CendR mod value, low to high.
| no. | Compound | NRP1-CendR mod |
| --- | --- | --- |
| 31 | Cc1ccc(-c2csc(NC(CO)c3nc4ccccc4n3CCOCCO)n2)cc1 (configuration not stated) | -10 |
| 32 | COc1ccccc1CN1C(=O)C(Cc2ccccc2)ON=C1c1ncccc1C (configuration not stated) | -3 |
| 29 | CC(=O)N/N=C(\C)CC(=O)Nc1ccc2c(c1)OCCO2 | 7 |

Continuation:
33. Cc1occc1-c1nnc(SCC(=O)Nc2ccccc2N2CCCCC2)n1C
34. O=C(CC[C@H]1O[C@@H](n2ccc(=O)[nH]c2=O)[C@H](O)[C@@H]1O)NCCN1CCOCC1
35. COc1ccc(S(=O)(=O)N2CCCCC2)cc1NS(=O)(=O)c1ccc(CNC(C)=O)cc1
36. Cc1ccc(S(=O)(=O)Nc2c(C)ccc3nsnc23)cc1
37. COc1cc(/C=N/NC(=O)c2cc(C3CC3)[nH]n2)ccc1O
38. COc1ccccc1Nc1nc(N)nc(CSc2nccc(C)n2)n1
39. CCc1nc(SCc2ccc(F)cc2)n[nH]1
40. CC1CCCCN1S(=O)(=O)CCNC(=O)c1ccccc1 (configuration not stated)
entry no.	33	34	35	36	37	38	39	40
FAS TE block	-5	-10	-4	-5	-5	-5	-2	-6
Neddyl block	i	i	i	i	i	i	i	i
eLon inh	-10	-13	0	-7	4	-3	1	-12
MsrA inhibitor	-0.4	-0.1	-0.4	2.1	5.2*	0.4	-0.3	-0.6
bovine MsrA act	-10	-4	-1	-4	-6	0	-4	-2
SKN-1 inh	-10	-7	16	-16	-7	-14	-10	0
MT1-MMP act inh	-2	2	1	-5	2	-1	0	6
Rin1-Abl PPI inh	3	1	1	3	-5	2	3	-2
NRP1-CendR mod	4	4	11	10	-2	-2	-2	2

Entries by screen from the entries so far.
Rin1-Abl PPI inh, nos. 33 to 40 → 3, 1, 1, 3, -5, 2, 3, -2

The list continues:
41. O=C(NNC(=O)C1CCC1)c1ccc(Br)cc1
42. O=C(Nc1ccc2c(c1)OCO2)C1CC(c2ccccc2Cl)=NO1 (configuration not stated)
43. COc1ccc2nc(SCC(N)=O)[nH]c2c1
44. O=[N+]([O-])c1ccc(SCCO)nc1SCCO
45. COc1ccc(C(=O)Nn2cnnc2)c(OC)c1
46. Cc1ccccc1-n1c(C)nnc1SCc1cc(=O)oc2ccc3ccccc3c12
47. CCN(c1ccc(OC)cc1)S(=O)(=O)N1CCCC(C(=O)NCc2ccc(OC(C)C)cc2)C1 (configuration not stated)
48. Cc1nnc(NC(=O)c2cccc(NC(=O)C(C)C)c2)s1
entry no.	41	42	43	44	45	46	47	48
FAS TE block	-4	7	-6	0	-8	9	24	-4
Neddyl block	i	i	i	i	i	i	i	i
eLon inh	-1	1	6	7	3	10	5	6
MsrA inhibitor	0.0	-0.1	2.0	0.0	1.1	0.1	-0.4	1.4
bovine MsrA act	-1	2	1	-5	-1	-1	2	1
SKN-1 inh	-28	5	-2	-1	-4	13	-5	-4
MT1-MMP act inh	-8	4	1	-7	3	-9	-5	0
Rin1-Abl PPI inh	0	0	-3	-6	-1	-5	3	-1
NRP1-CendR mod	-4	-9	-3	12	-16	4	6	4

49. CCN(CC)C(=O)c1ccc(-c2nnc(Nc3ccc(O)cc3)c3ccccc23)cc1
50. Cc1nn(C)c(C)c1NC(=O)CCl
51. COc1ccccc1N/C(N)=N/c1nc(CSc2ccc(C)cc2)cc(=O)[nH]1
52. Cc1ccc(CNC(=O)CN2CCC(C(N)=O)CC2)cc1
53. O=C(CCS(=O)(=O)c1ccc(Br)cc1)NCCc1ccc(Cl)cc1
54. CCC1CCCCN1S(=O)(=O)c1ccc(NC(=O)c2cccs2)cc1 (configuration not stated)
55. CC(C)N(Cc1ccccc1)C(=S)NCCN1CCOCC1
56. CCC(C)n1c(=N)c(C#N)cc2c(=O)n3cc(C)ccc3nc21 (configuration not stated)
entry no.	49	50	51	52	53	54	55	56
FAS TE block	-2	-5	14	-4	9	25	-4	-9
Neddyl block	i	i	i	i	i	i	i	x
eLon inh	-6	-9	-1	0	-3	-6	-4	1
MsrA inhibitor	-0.3	-0.3	-0.5	1.1	0.4	0.9	-1.1	-0.1
bovine MsrA act	-1	-4	-3	7	0	-1	-3	-6
SKN-1 inh	6	5	-12	-6	-4	17	-2	5
MT1-MMP act inh	-1	10	-9	3	-2	1	2	-3
Rin1-Abl PPI inh	-1	2	-1	2	0	10*	0	1
NRP1-CendR mod	-10	-9	-3	2	14	-6	6	-11

57. COc1cc(F)ccc1-c1csc(C(O)(c2ccccc2)C(F)(F)F)n1 (configuration not stated)
58. CCOc1ccccc1N(CC(=O)NCCc1ccc(OC)c(OC)c1)S(=O)(=O)c1ccccc1
59. CCOC(=O)c1ccc(NC(=O)CSCC(=O)OCC(=O)c2ccccc2)cc1
60. C/C(CC(=O)Nc1cc(Cl)ccc1Cl)=N\NC(=O)COc1cccc(C)c1
entry no.	57	58	59	60
FAS TE block	40	2	-2	1
Neddyl block	i	i	i	i
eLon inh	5	-3	5	-2
MsrA inhibitor	4.0	1.4	-0.8	0.4
bovine MsrA act	-1	-1	-4	5
SKN-1 inh	17	3	0	3
MT1-MMP act inh	-2	-4	0	-2
Rin1-Abl PPI inh	3	4	-1	2
NRP1-CendR mod	3	0	5	-1
